MLLE-PAM2 inh = inhibitors of microRNA-mediated deadenylation, human PABP1 MLLE binding; P11940; GST-MLLE / FITC-PAM2 fluorescence polarization; inhibition, % at 20 µM; 360,000 compounds, 0.36% hits; in the data active = inhibition above about 35%, passing the limit was not always enough;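 also: plate controls were DMSO wells with GST-MLLE for no effect and wells lacking GST-MLLE protein for full effect; some results filed as inactive read as strong as hits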
Scp-1 inhibitor = Scp-1 (human) phosphatase inhibition; inhibition, % at 20 µM; 340,000 compounds, 0.88% hits; Recombinant Scp1, phosphopeptide, malachite green phosphate absorbance; Q9GZU7; AID 493091;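 active = inhibition above about 50% at 20 µM, limit read from the data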;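 also: plate controls were DMSO wells with enzyme for no effect and wells lacking enzyme for full effect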
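Test system: SCP-1 phosphatase catalytic domain, residues 76-261; measured by: colorimetric phosphate reagent with accelerator and stabiliser, absorbance at 630 nm; timing: enzyme reaction 45 min at room temperature, colour 5 min, stabilisation 30 min; also added: Phosphorylated 17-residue peptide substrate; compound dosing: one concentration, 20 µM, with 1.0% DMSO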
SUMO1-SIM PPI = alters human SUMO1 binding to SIM partners; P63165; SUMO1 binding to a labelled peptide, TR-FRET, 1 h; inhibition, % at 20 µM; 360,000 compounds, 0.33% hits; in the data active = inhibition above about 37%
Target sequence (P63165 whole entry, looked up): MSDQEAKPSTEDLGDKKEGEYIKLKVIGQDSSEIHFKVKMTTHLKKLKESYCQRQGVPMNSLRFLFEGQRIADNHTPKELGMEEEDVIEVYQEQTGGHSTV
DNMT1 inh = DNMT1 (human) enzyme inhibition; P26358; DNMT1 molecular beacon, Hinp1I cleavage, fluorescence; inhibition (reported as % activation of signal), % at 10 µM; 360,000 compounds, 0.83% hits; AID 588458; in the data active = inhibition above about 50%
Tb MetRS inh = blocks T. brucei methionyl-tRNA synthetase activity | 360,000 compounds, 0.4% hits | inhibition, % at 11.9 µM | purified T. brucei MetRS, ATP depletion, Kinase-Glo luminescence;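 active = inhibition above a per-plate cutoff of the control wells' mean inhibition plus 3 SD, cut at about 5.5% in these data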;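 also: 0% = DMSO wells median and 100% = median of wells with control inhibitor compound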
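Dosing: 11.9 µM single point; system: parasite MetRS enzyme; technique: luminescence of leftover ATP; times: 15 min enzyme-compound preincubation, 2 h reaction, 10 min detection, 25 °C; replicates: each compound tested once; read-out basis: percent inhibition relative to median high and low control wells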
CSN inh = blocks human CSN-mediated cullin deneddylation; AID 651999; 360,000 compounds, 0.38% hits; inhibition, % at 12.5 µM; Purified CSN, SCF-Nedd8-OG deneddylation, fluorescence polarization;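 active = pattern-corrected inhibition above about 35%, with an unprinted fluorescence ratio check between 0.5 and 1.5, limit read from the data, passing the limit was not always enough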;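 also: 0% = enzyme with substrate and 100% = substrate without enzyme; some results filed as inactive read as strong as hits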
Target sequence (Q92905 whole entry, looked up, one chain of several): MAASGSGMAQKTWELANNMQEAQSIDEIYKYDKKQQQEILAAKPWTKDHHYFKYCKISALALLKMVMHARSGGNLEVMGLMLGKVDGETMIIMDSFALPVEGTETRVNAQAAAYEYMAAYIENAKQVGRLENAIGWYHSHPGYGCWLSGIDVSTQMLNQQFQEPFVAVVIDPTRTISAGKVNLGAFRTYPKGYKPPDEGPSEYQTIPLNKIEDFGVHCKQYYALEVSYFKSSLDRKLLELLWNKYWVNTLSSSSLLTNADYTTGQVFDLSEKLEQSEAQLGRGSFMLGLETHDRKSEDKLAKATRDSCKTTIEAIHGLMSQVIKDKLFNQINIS
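Material: purified human Csn5 enzyme expressed in HEK293T cells / Medium: Tris buffer pH 7.5, NaCl, DTT, Tween-20, trehalose, ovalbumin / Compound dosing: 12.5 µM single point / Schedule: 90 min incubation of compound, enzyme and substrate at room temperature / Signal: fluorescence polarization of the substrate / Control set: no-enzyme wells high, enzyme-with-substrate wells low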
LMPTP inh = LMPTP (human) inhibition; P24666; recombinant LMPTP-A, OMFP fluorogenic substrate, fluorescence intensity; inhibition, % at 20 µM; 360,000 compounds, 0.22% hits; AID 651560;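 active = compounds that cut the enzyme signal by at least half of the control window in the single-dose screen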;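 also: plate controls were DMSO wells with enzyme plus substrate for no effect and substrate without enzyme for full effect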
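Test system: LMPTP-A phosphatase enzyme; input: 0.625 nM LMPTP-A final; reagent: OMFP substrate, 400 µM final; compound dosing: 20 µM single dose, 3% DMSO; incubation: 50 min dark incubation at room temperature; measured by: endpoint fluorescence intensity from OMFP dephosphorylation; measure: % inhibition relative to no-enzyme and uninhibited control wells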
NadD block = inhibitors of Staphylococcus aureus NadD; purified NadD enzyme, colorimetric absorbance read-out; inhibition, % at 20 µM; 360,000 compounds, 0.78% hits; in the data active = inhibition above about 26%; also: some compounds past the cut are filed as inactive
Rpn11 inh = blocks the human proteasome subunit Rpn11; O00487; human 26S proteasome, Ub4-pepOG fluorescence polarization; 20S core pre-blocked with epoxomicin; calls only at 20 µM; 360,000 compounds, 0.59% hits; AID 588493;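 active = inhibition at 20 µM, scaled to each plate's controls, above about 33%, limit read from the data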
STEP block = inhibitors of human striatal-enriched phosphatase STEP; P54829; recombinant STEP, OMFP fluorogenic substrate, fluorescence; inhibition, % at 20 µM; 360,000 compounds, 0.25% hits;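 active = inhibition at 20 µM, scaled per plate between control wells, above about 37%, limit read from the data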;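 also: 0% = DMSO with enzyme and substrate and 100% = substrate only without enzyme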
Target sequence (P54829 whole entry, looked up): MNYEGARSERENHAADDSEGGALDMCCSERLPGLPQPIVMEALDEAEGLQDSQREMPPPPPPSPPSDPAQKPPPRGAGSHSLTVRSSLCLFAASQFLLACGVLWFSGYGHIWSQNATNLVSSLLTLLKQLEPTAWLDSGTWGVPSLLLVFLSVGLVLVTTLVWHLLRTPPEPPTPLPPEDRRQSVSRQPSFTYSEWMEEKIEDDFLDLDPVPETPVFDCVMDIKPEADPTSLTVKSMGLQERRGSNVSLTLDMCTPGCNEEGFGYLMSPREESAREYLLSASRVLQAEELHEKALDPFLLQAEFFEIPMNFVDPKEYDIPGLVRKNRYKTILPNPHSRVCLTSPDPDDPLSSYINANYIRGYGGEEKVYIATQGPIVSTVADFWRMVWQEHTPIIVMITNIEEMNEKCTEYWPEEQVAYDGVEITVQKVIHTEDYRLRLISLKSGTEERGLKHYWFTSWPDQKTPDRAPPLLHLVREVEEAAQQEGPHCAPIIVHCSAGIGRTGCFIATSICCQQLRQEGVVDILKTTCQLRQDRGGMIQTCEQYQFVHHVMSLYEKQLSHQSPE
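Measure: Control-normalized % inhibition with plate pattern correction | Test system: STEP phosphatase, cell-free reaction | Medium: pH 6.0 Bis-Tris with DTT and Tween 20 | Technique: Fluorescence, 480/540 nm | Times: Reaction 20 min, ambient temperature | Doses: Single compound dose of 20 µM, 1% DMSO final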
An asterisk follows results filed as active; i = inactive; · = not tested or not shown. No enrichment for hits. About 3.6% of those tested had a hit in this group.

No.	Compound	MLLE-PAM2 inh	Scp-1 inhibitor	SUMO1-SIM PPI	DNMT1 inh	Tb MetRS inh	CSN inh	LMPTP inh	NadD block	Rpn11 inh	STEP block
1	COc1ccc(-c2c(C#N)c(N)nc3sc(C(=O)c4ccccc4)c(N)c23)cc1	-8	-10	-3	-8	0.6	-1	3.0	16	i	-2
2	O=C(O)C(Cc1c[nH]c2ccccc12)NS(=O)(=O)c1ccc(Br)cc1 (stereo not drawn)	-11	-9	2	0	0.1	8	-1.0	2	i	3
3	O=C(NCc1n[nH]c(=S)n1-c1ccc(F)cc1)c1ccc(S(=O)(=O)N2CCCC2)cc1	-5	-5	2	-1	-0.1	0	-3.5	-6	i	2
4	CCc1ccc(OCC(=O)Nc2ncc3c(n2)CC(C)(C)CC3=O)cc1	9	3	4	0	-0.7	-4	-0.6	-1	i	-1
5	CCCn1cc(S(=O)(=O)c2ccccc2)c(=O)c2cc(OCC)ccc21	11	49	-3	3	-0.3	3	-0.3	8	i	-1
6	O=C(NCCCN1CCOCC1)c1cc(-c2ccccc2)nc2ccccc12	6	-6	-6	4	-0.1	-1	-1.7	-6	i	-3
7	Cc1ccn2c(Cc3ccccc3)c(-c3ccccc3)nc2c1	8	·	3	6	-1.4	5	1.4	9	i	2
8	CC(NC(=O)c1ccc(NC(=O)c2ccco2)cc1)c1ccccc1 (stereo not drawn)	9	-6	-2	1	-0.2	-3	0.8	4	i	-1
9	O=C(N/N=C/c1cccnc1)c1ccc(NC(=O)c2ccc(Cl)cc2)cc1	-4	3	18	19	0.6	6	8.6	-13	i	53*
10	O=[N+]([O-])c1ccc(NCCNS(=O)(=O)c2ccccc2)c(C(F)(F)F)c1	-3	-10	-13	-3	-0.2	0	0.8	-10	i	-2

Remaining list, next part
No.	Compound	MLLE-PAM2 inh	Scp-1 inhibitor	SUMO1-SIM PPI	DNMT1 inh	Tb MetRS inh	CSN inh	LMPTP inh	NadD block	Rpn11 inh	STEP block
11	CCc1ccc(-c2nc(-c3ccncc3)no2)cc1	12	-4	-2	-2	-1.5	4	0.4	1	i	2
12	Cc1ccc(OCc2nc(-c3ccc(-n4cccc4)cc3)no2)cc1C	-15	-13	1	3	-1.4	-5	-1.8	9	i	-4
13	CCCn1c(=O)c2ccccc2n2c(SCCOc3ccc(Cl)cc3)nnc12	-79	-5	4	-6	-0.4	-4	0.9	-3	i	1
14	CC(C)Cc1nc(Cl)c(C#N)c2c1CCC2	4	-5	3	3	1.4	-1	-0.4	-3	i	2
15	Cc1cc(NC(=O)CCNS(=O)(=O)c2cc(Br)cnc2N)ccc1Br	-3	0	-4	2	31*	3	0.9	5	i	-2
16	CCOC(=O)c1ccc(N2CCN(c3ccc(F)cc3)CC2)c(NC(=O)Nc2cccc(OC)c2)c1	-9	-4	6	36	0.3	8	2.2	19	i	0
17	COc1ccc(N(CCN2C(=O)c3ccccc3C2=O)C(=O)c2cccc([N+](=O)[O-])c2)cc1	-9	-2	-18	12	-0.1	20	0.0	-9	i	2
18	O=C(CN(C(=O)c1csnn1)c1cccc(F)c1)NCc1ccc(F)cc1	-4	-2	4	-6	0.1	0	-0.4	8	i	-1
19	O=C(O)c1ccccc1NS(=O)(=O)c1ccc(N/N=C/c2cccc(O)c2O)c([N+](=O)[O-])c1	10	88*	37	11	-0.4	92	69*	19	i	34
20	CC1CCCN(C(=O)C2COc3ccccc3O2)C1 (stereo not drawn)	-1	1	1	2	-0.4	1	0.2	-2	i	-1

Next compounds.
No.	Compound	MLLE-PAM2 inh	Scp-1 inhibitor	SUMO1-SIM PPI	DNMT1 inh	Tb MetRS inh	CSN inh	LMPTP inh	NadD block	Rpn11 inh	STEP block
21	COc1ccc(NC(=O)C2CCN(C(=O)c3ccccc3)CC2)c(OC)c1	4	-1	1	1	-1.0	2	0.2	-3	i	1
22	CN(C(=O)c1ccc(NC(=O)Cc2ccc(NC(=O)C3CCN(S(=O)(=O)c4cccc([N+](=O)[O-])c4)CC3)cc2)cc1)C1CCCC1	-7	-14	-9	-11	-2.0	1	0.1	10	i	-1
23	COc1ccc(-c2cc(C(=O)NCc3cccnc3)no2)cc1	-9	1	-2	4	-1.0	-2	-0.4	-7	i	2
24	CO/N=C(\C)c1ncc(C(F)(F)F)cc1N1CCOCC1	-20	-6	-2	2	0.3	3	-1.8	1	i	0
25	Cc1ccc(NC(=O)CSc2nc(N)cc(=O)[nH]2)cc1S(=O)(=O)N1CCCCC1	-8	-4	39*	-6	-0.5	4	-1.1	5	i	-2
26	CCNC(=S)N/N=C/c1cn(Cc2ccccc2F)c2ccccc12	12	-3	8	-13	-0.6	-5	2.6	5	i	-2
27	COc1ccc(S(=O)(=O)NCCCN2CCCC2=O)cc1OC	-4	1	7	2	0.1	0	0.3	-4	i	-2
28	O=C(CC1CC2CCC1C2)NC1CCCCCCC1 (stereo not drawn)	9	-10	-2	2	-0.2	1	-0.9	-6	i	-1
29	O=C(O)c1cnc(-c2ccccc2)nc1Sc1ccc(Cl)cc1	11	-10	20	0	-2.0	1	0.3	2	i	0
30	CC(=O)Nc1ccc(NC(=S)NC(=O)/C=C/c2ccc(Cl)cc2)cc1	9	-8	-3	-20	0.6	-3	0.3	-2	i	-3

Next section
No.	Compound	MLLE-PAM2 inh	Scp-1 inhibitor	SUMO1-SIM PPI	DNMT1 inh	Tb MetRS inh	CSN inh	LMPTP inh	NadD block	Rpn11 inh	STEP block
31	COc1ccc(Nc2nc(C)nc3c2nnn3Cc2ccccc2)cc1OC	2	-8	1	-4	-0.3	0	2.7	-4	i	2
32	Cc1nc(SCC(=O)NCCc2ccccc2)c2oc3ccccc3c2n1	9	-1	-247	1	-1.1	-3	0.0	2	i	0
33	CCOc1ccc(Br)cc1S(=O)(=O)Nc1ccc(NC(=O)c2ccccc2C)cc1	1	-13	-2	-2	-0.6	1	-1.2	-3	i	-1
34	O=C(Nc1ccnn1C1CCN(Cc2ccccc2OCCO)CC1)c1cccc(F)c1	1	-8	-1	2	-0.2	-1	0.5	-4	i	-3
35	CC(C)(C)c1ccc(SCCc2ccncc2)cc1	3	-7	4	3	-0.3	4	2.2	5	i	0
36	CCOC(=O)Cc1csc(SCC(=O)Nc2nccs2)n1	10	-3	1	1	-0.6	1	1.0	1	i	2
37	CC1O[C@H](OC2C(COC3OC(CO)C(O)[C@H](O)C3O)OC(OC3CC[C@]4(C)C(CC[C@@]5(C)[C@@H]4C=C[C@]46OC[C@@]7(CCC(C)(C)C[C@H]74)C(O)C[C@@]56C)C3(C)C)C(O)C2O)C(O)C(O)C1O (stereo partly drawn)	7	-2	-4	-5	-0.1	-2	-1.0	-6	i	-3
38	CC1Cc2[nH]c(=S)[nH]c(=O)c2C(C(C)C)O1 (stereo not drawn)	·	·	3	·	-1.0	-1	-1.4	-3	·	·
39	COc1ccccc1CCNC(=O)C(=O)NCC1OCCN1C(=O)c1ccc(Cl)cc1 (stereo not drawn)	3	1	-3	0	-0.3	-2	-0.7	-5	i	-1
40	Cc1ccc(-n2nc(C)c(Sc3ccccc3[N+](=O)[O-])c2N)cc1	-15	-1	-25	-2	-1.1	-1	2.1	10	i	2

Records 31 through 37, reprinted for reference:
No.	Compound	MLLE-PAM2 inh	Scp-1 inhibitor	SUMO1-SIM PPI	DNMT1 inh	Tb MetRS inh	CSN inh	LMPTP inh	NadD block	Rpn11 inh	STEP block
31	COc1ccc(Nc2nc(C)nc3c2nnn3Cc2ccccc2)cc1OC	2	-8	1	-4	-0.3	0	2.7	-4	i	2
32	Cc1nc(SCC(=O)NCCc2ccccc2)c2oc3ccccc3c2n1	9	-1	-247	1	-1.1	-3	0.0	2	i	0
33	CCOc1ccc(Br)cc1S(=O)(=O)Nc1ccc(NC(=O)c2ccccc2C)cc1	1	-13	-2	-2	-0.6	1	-1.2	-3	i	-1
34	O=C(Nc1ccnn1C1CCN(Cc2ccccc2OCCO)CC1)c1cccc(F)c1	1	-8	-1	2	-0.2	-1	0.5	-4	i	-3
35	CC(C)(C)c1ccc(SCCc2ccncc2)cc1	3	-7	4	3	-0.3	4	2.2	5	i	0
36	CCOC(=O)Cc1csc(SCC(=O)Nc2nccs2)n1	10	-3	1	1	-0.6	1	1.0	1	i	2
37	CC1O[C@H](OC2C(COC3OC(CO)C(O)[C@H](O)C3O)OC(OC3CC[C@]4(C)C(CC[C@@]5(C)[C@@H]4C=C[C@]46OC[C@@]7(CCC(C)(C)C[C@H]74)C(O)C[C@@]56C)C3(C)C)C(O)C2O)C(O)C(O)C1O (stereo partly drawn)	7	-2	-4	-5	-0.1	-2	-1.0	-6	i	-3

New compounds follow.
No.	Compound	MLLE-PAM2 inh	Scp-1 inhibitor	SUMO1-SIM PPI	DNMT1 inh	Tb MetRS inh	CSN inh	LMPTP inh	NadD block	Rpn11 inh	STEP block
41	CCOc1ccc(C(=O)NCC(=O)NNC(=O)CN(C)S(=O)(=O)c2ccc(Cl)cc2)cc1	4	-1	-1	-1	-0.3	-2	-0.7	4	i	-2
42	Cc1ccc(O)c(NC2=C(Cl)C(=O)N(Cc3ccccc3)C2=O)c1	-6	-6	-8	-4	-1.5	1	1.3	-1	i	-6
43	Nc1nc(N)c2sc3nc(C(F)(F)F)cc(C(F)(F)F)c3c2n1	-5	-2	8	-1	-0.6	2	0.7	-10	i	-2
44	CCN1CCN(Cc2cc(=O)oc3ccc(C)cc23)CC1	1	-6	3	4	-0.4	1	-0.9	0	i	1
